PGK inhibitor = T. brucei PGK inhibition | P07378 | PGK/GAPDH coupled, Kinase-Glo luminescence, 60 min | Potency, µM (highest dose often 57.5 µM), for the others: top-dose activity change, negative = inhibition, most hits filed as inhibitors | 380,000 tested, 0.043% active | AID 602233; further: potency means the concentration at half of the fitted maximal effect; on the % scale 0 is the no-effect control and ±100 the full control effect; nearly all actives have a fitted effect of over 60% in size
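Luminescent ATP detection (Kinase-Glo Plus) follows a 60-minute room-temperature incubation, with wells lacking PGK as controls. Buffer: 100 mM TEA (pH 7.6), 5 mM MgCl2, 0.01% Tween-20. Coupling enzyme GAPDH (100 nM final) supplies unstable 1,3-BPG in-well.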
APE1 inh = APE1 (human) endonuclease inhibition. recombinant APE1, TAMRA/BHQ-2 abasic DNA cleavage fluorescence. Potency, µM (top dose mostly 65.8 µM), for the others: top-dose activity change, negative = inhibition, actives largely listed as inhibitors. 350,000 tested, 0.35% active. AID 2517;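 further: potency means the concentration at half of the fitted maximal effect; plate controls were vehicle for no effect and reference inhibitor for full effect; nearly all actives have a fitted effect of over 55% in size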
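Compound pre-exposure to 0.75 nM APE1, 15 min at ambient temperature. Reaction initiated with 50 nM TAMRA/BHQ-2 THF substrate, read immediately in kinetic mode, 525 nm excitation, 598 nm emission.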
RXFP1 antagonist = RXFP1 (human) relaxin receptor antagonism | Q9HBX9 | HEK293-RXFP1, relaxin-stimulated cAMP HTRF, 30 min; stronger effect = lower value | activity change, negative = inhibition, % at 57.5 µM | 350,000 tested, 0.59% active;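 active means activity change of -60% or lower, but not beyond a set lower limit; inconclusive means change between -60% and -40%, or beyond the set limit; inactive means change above -40%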; further: on the % scale 0 is the no-effect control and ±100 the full control effect
POLK inh = DNA polymerase kappa (human) inhibition. purified Pol kappa, fluorescent DNA synthesis assay, 10 min. 400,000 tested, 0.53% active. Potency, µM (highest dose often 107 µM), without a hit: at the highest dose activity, negative = inhibition, most hits filed as inhibitors. Q9UBT6; further: potency means the concentration at half of the fitted maximal effect; on the % scale 0 is the no-effect control and ±100 the full control effect
Target sequence (Q9UBT6 whole entry, looked up): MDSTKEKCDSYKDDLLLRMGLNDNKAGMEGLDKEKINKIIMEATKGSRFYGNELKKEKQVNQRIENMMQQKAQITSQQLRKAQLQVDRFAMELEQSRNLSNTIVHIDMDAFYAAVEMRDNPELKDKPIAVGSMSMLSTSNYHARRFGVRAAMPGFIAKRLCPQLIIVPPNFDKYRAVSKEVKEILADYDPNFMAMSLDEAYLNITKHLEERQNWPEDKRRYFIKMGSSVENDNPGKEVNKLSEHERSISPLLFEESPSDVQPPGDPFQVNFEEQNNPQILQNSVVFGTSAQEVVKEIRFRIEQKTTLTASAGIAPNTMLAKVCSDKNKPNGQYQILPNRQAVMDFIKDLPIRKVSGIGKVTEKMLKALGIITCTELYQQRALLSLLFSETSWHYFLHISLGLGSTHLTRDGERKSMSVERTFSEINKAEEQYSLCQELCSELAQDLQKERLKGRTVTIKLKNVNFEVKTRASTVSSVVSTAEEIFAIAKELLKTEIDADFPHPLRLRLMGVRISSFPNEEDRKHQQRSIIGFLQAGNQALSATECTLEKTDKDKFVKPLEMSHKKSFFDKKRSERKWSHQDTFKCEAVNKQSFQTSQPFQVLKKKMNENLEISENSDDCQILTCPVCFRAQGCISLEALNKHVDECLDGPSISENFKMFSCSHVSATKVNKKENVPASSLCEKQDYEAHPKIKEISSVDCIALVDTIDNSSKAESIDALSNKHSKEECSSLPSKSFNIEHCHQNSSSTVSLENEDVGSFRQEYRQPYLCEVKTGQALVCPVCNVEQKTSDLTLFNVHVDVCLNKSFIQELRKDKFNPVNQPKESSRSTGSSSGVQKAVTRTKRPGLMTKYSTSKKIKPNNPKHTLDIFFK
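Enzyme at 10 nM met test compounds for 15 min at room temperature. Substrate addition (50 nM final) began the reaction, which was monitored by fluorescence at 0 and 10 min.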
BLM helicase inh = Bloom syndrome helicase (human) inhibition | AID 2528 | P54132 | 350,000 tested, 0.2% active | recombinant BLM DNA unwinding, fluorescence dequenching | Potency, µM (top dose mostly 56.1 µM), without a hit: at the highest dose activity change, negative = inhibition, hits mostly inhibitors;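 further: potency means the concentration at half of the fitted maximal effect; plate controls were vehicle for no effect and no enzyme for full effect; nearly all actives have a fitted effect of over 35% in size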
POLH inh = blocks human DNA polymerase eta activity | recombinant Pol eta, fluorescent DNA replication assay | Potency, µM (titrated, usually from 114 µM), for the others: at the highest dose activity change, negative = inhibition, usual class: inhibitors | 390,000 tested, 1.2% active | AID 588591; further: potency means the concentration at half of the fitted maximal effect; on the % scale 0 is the no-effect control and ±100 the full control effect
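Pol eta (10 nM) was preincubated with compounds for 15 min at room temperature, after which fluorescent replication substrate (50 nM final) was added to start the reaction. Fluorescence was read kinetically at 0 and 10 min.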
POLB inh = inhibitors of human DNA polymerase beta; P06746; Pol beta primer extension/strand displacement, fluorescence kinetic; Potency, µM (top dose mostly 114 µM), for the others: at the highest dose activity change, negative = inhibition, most hits filed as inhibitors; 340,000 tested, 1.3% active; further: potency means the concentration at half of the fitted maximal effect; on the % scale 0 is the no-effect control and ±100 the full control effect
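Pol beta (10 nM) and compounds were preincubated 15 min at room temperature, then 50 nM substrate (final) started primer extension/strand displacement. Reads were taken at 0 and 10 min; concentration-response data were fitted to a four-parameter Hill equation.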
Apoferritin bind = binds horse apoferritin like a general anesthetic. P02791. apoferritin/1-aminoanthracene competitive binding, fluorescence. Potency, µM (highest dose often 77.5 µM), for inactives: at the top dose activity change, negative = displacement, most hits filed as inhibitors. 350,000 tested, 0.074% active. AID 485281; further: potency means the concentration at half of the fitted maximal effect; on the % scale 0 is the no-effect control and ±100 the full control effect; nearly all actives have a fitted effect of over 20% in size
Target sequence (P02791 2-175 limits assumed): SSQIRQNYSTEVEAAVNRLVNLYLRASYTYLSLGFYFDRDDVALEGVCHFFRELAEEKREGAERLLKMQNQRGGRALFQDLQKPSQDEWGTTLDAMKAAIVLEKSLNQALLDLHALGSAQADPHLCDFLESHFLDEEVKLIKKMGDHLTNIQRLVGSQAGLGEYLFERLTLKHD
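Horse-spleen apoferritin (10 uM) in 50% saturated 1-aminoanthracene in PBS was incubated 10 min at room temperature with compound. Fluorescence (ex 380, em 535 nm) was normalized to free and bound 1-AMA, with concentration-response fitted by a four-parameter Hill equation.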
POLI inh = inhibitors of human DNA polymerase iota. Q9UNA4. Pol iota fluorescent replication assay, 10 min. Potency, µM (titrated, usually from 115 µM), inactives show at the highest dose activity, negative = inhibition, usual class: inhibitors. 390,000 tested, 1% active. AID 588590; further: potency means the concentration at half of the fitted maximal effect
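Fluorescent replication assay read twice, at 0 min and 10 min after adding 50 nM (final) substrate. Enzyme (10 nM) and compounds were first incubated 15 min at room temperature; enzyme-free buffer wells were negative controls.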
An asterisk follows results filed as active; i = inactive; ? = inconclusive; . = no result given; [ ] = another dose, or the depositor's remark. Unless noted, the call rests on the fitted dose curve; in most records, active means well fitted curve in the direction sought with a large enough effect; inconclusive means small, poorly fitted or top-dose-only effect, or another doubt; inactive means no such curve, though single readings can be large; an effect the other way counts as inactive or inconclusive. This is a subset; rates above refer to the full screens.

smiles	PGK inhibitor	APE1 inh	RXFP1 antagonist	POLK inh	BLM helicase inh	POLH inh	POLB inh	Apoferritin bind	POLI inh
CN(CCOc1ccc(Cl)cc1)Cc1cccc(S(=O)(=O)N(C)C)c1	-4%	-7%	6	-15%	-3%	-3%	3%	3%	72%[activator]
CCCOC(=O)c1c(NC(=O)C2CCCO2)sc(C(=O)OC)c1C (stereo not given)	0%	?	-4	-6%	-8%	2%	5%	9%	122%[activator]
Cc1ccc(-c2nn(-c3ccccc3)cc2C2CC(c3ccccc3)=NN2C(=O)CCC(=O)O)cc1 (stereo not given)	-8%	-3%	-14	-14%	-2%	9%	1%	0%	-1%
Cn1nnc(NC(=S)NC(=O)c2ccc(-c3ccc(Br)cc3)o2)n1	i	-4%	1	8%	-2%	-13%	6%	-11%	?
CCN(CC)CCNC(=O)c1ccc(NC(=O)COc2ccc3c(c2)CCC3)cc1	-1%	13%	1	-4%	.	-7%	.	.	-16%
Nc1nnc2c(n1)[nH]c1ccccc12	-6%	.	.	-5%	-7%	-20%	0%	2%	26%
CC(=C/c1ccccc1)/C=N/NC(=O)c1ccc2nc[nH]c2c1	-1%	-1%	-4	0%	0%	-4%	32µM*	3%	13%
CCC(=O)Nc1ccc(C(=O)OCC(=O)c2cccs2)cc1	0%	62%[activator]	5	-7%	1%	-12%	15%	14%	129%[activator]
CC(OC(=O)CCC1CCCC1)C(=O)Nc1ccccc1[N+](=O)[O-] (stereo not given)	6%	-6%	-19	-3%	.	-21%	.	.	2%
CCN(CCCNC(=O)c1cc2c(=O)n(CC)c3ccccc3c2s1)c1cccc(C)c1	0%	.	.	5%	-5%	?	10%	-13%	39%[activator]
O=C1C2C3C=CC(CC3)C2C(=O)N1c1ccccc1[N+](=O)[O-] (stereo not given)	0%	5%	-8	5%	-14%	-12%	-4%	?	40%[activator]
N#Cc1ccccc1Cn1c(=O)n(Cc2ccc(C(=O)NC3CCN(Cc4ccccc4)CC3)cc2)c(=O)c2ccccc21	3%	.	.	-13%	2%	-5%	-1%	-1%	9%
CCOC(=O)C1=C(C(=O)OCC)N(Cc2ccccc2)CCC1=O	-3%	.	.	-3%	.	-3%	.	.	3%
CCOC(=O)c1ccc(-c2c(-c3ccccc3OC)sc3ccc(OC)cc23)cc1F	5%	-18%	.	0%	.	-12%	.	.	?
O=C(CN1CCOCC1)Nc1ccc(Cl)cn1	4%	17%	-2	-8%	-1%	-4%	-23%	-1%	-12%

Sorted by length of the SMILES (rising): part of the list above
smiles	PGK inhibitor	APE1 inh	RXFP1 antagonist	POLK inh	BLM helicase inh	POLH inh	POLB inh	Apoferritin bind	POLI inh
Nc1nnc2c(n1)[nH]c1ccccc12	-6%	.	.	-5%	-7%	-20%	0%	2%	26%
CCCOC(=O)c1c(NC(=O)C2CCCO2)sc(C(=O)OC)c1C (stereo not given)	0%	?	-4	-6%	-8%	2%	5%	9%	122%[activator]
CC(=C/c1ccccc1)/C=N/NC(=O)c1ccc2nc[nH]c2c1	-1%	-1%	-4	0%	0%	-4%	32µM*	3%	13%
CN(CCOc1ccc(Cl)cc1)Cc1cccc(S(=O)(=O)N(C)C)c1	-4%	-7%	6	-15%	-3%	-3%	3%	3%	72%[activator]
CC(OC(=O)CCC1CCCC1)C(=O)Nc1ccccc1[N+](=O)[O-] (stereo not given)	6%	-6%	-19	-3%	.	-21%	.	.	2%
CCN(CC)CCNC(=O)c1ccc(NC(=O)COc2ccc3c(c2)CCC3)cc1	-1%	13%	1	-4%	.	-7%	.	.	-16%
Cc1ccc(-c2nn(-c3ccccc3)cc2C2CC(c3ccccc3)=NN2C(=O)CCC(=O)O)cc1 (stereo not given)	-8%	-3%	-14	-14%	-2%	9%	1%	0%	-1%

Following part:
smiles	PGK inhibitor	APE1 inh	RXFP1 antagonist	POLK inh	BLM helicase inh	POLH inh	POLB inh	Apoferritin bind	POLI inh
CCOC(=O)c1cc(C#N)c(SC(C)C(=O)NC2CCCCC2)nc1C (stereo not given)	-9%	21%	-6	9%	.	-1%	.	.	20%
CC(=O)Nc1nonc1-c1nnc(SCc2ccc(C)cc2)n1C	2%	.	-7	-31%	-4%	-12%	-2%	4%	32%[activator]
CCOC(=O)c1oc2ccc(S(=O)(=O)N3CCOCC3)cc2c1C	-5%	2%	1	-6%	-6%	-4%	0%	-7%	?
CCc1ccc(Oc2c(C(F)(F)F)oc3c(CN4CCN(C)CC4)c(O)ccc3c2=O)cc1	-3%	.	.	-1%	2%	-12%	1%	39%[activator]	70%[activator]
CC1CC(C)CN(C(=O)CSc2nnc(-c3ccc(F)cc3)o2)C1 (stereo not given)	i	9%	-11	23%	-4%	-11%	45%	-9%	28%
O=C(CNS(=O)(=O)c1c(Cl)cccc1Cl)OCC(=O)c1ccc[nH]1	-13%	7%	11	?	-26%	45µM*	?	-2%	16µM*
Cc1cccc(NC(=O)c2cc(=O)[nH]c3ccccc23)c1	0%	9%	3	-10%	5%	-1%	24%	0%	10%
O=C(NCc1ccc2c(c1)OCO2)C1CC(=O)N(C2CCCCCC2)C1 (stereo not given)	i	-1%	0	-8%[60.1 µM]	-1%	-6%	7%	-13%	-26%
CCOC(=O)N1CCC(N2CCCC(CO)(Cc3cccc(Cl)c3)C2)CC1 (stereo not given)	-8%	8%	-16	3%	-1%	-17%	19%	-11%	63%[activator]
Cc1noc(C)c1COc1ccccc1C(=O)N(C)CC(=O)Nc1ccc(F)cc1	4%	3%	4	2%	.	1%	.	.	19%
CCCC(=O)Nc1sc(C)c(C)c1C#N	i	1%	-17	4%	-3%	-19%	-11%	-5%	78%[activator]
COc1cc([C@H]2Oc3c(OC)cc(CCCO[C@@H]4O[C@H](CO)[C@@H](O)[C@H](O)[C@H]4O)cc3[C@@H]2CO)ccc1O	9%	29%	1	-3%	.	-6%	.	.	29%
O=C(OCc1cccc(Cl)c1)c1cc(S(=O)(=O)N2CCCCC2)ccc1N1CCOCC1	i	-2%	-23	-3%	-13%	-18%	4%	-3%	3%
O=C(O)C1Cc2ccccc2CN1C(=O)c1ccco1 (stereo not given)	-7%	-2%	7	?	2%	?	-3%	-2%	-11%
Cc1c(C(=O)c2ccc(Cl)cc2Cl)cnc2cc3c(cc12)OCO3	-4%	1%	-2	-17%	-7%	-4%	-2%	-19%	-5%

More entries follow:
Screens by letter: A = PGK inhibitor; B = APE1 inh; C = RXFP1 antagonist; D = POLK inh; E = BLM helicase inh; F = POLH inh; G = POLB inh; H = Apoferritin bind; I = POLI inh
O=C(CCNC(=O)c1ccc(Cl)cc1)NCC(c1ccco1)N1CCCC1 (stereo not given)
  A: -7%	B: -3%	C: 5	D: -24%	E: .	F: -15%	G: .	H: .	I: 15%

Cc1ccccc1C(=O)N1CCN(c2ncccn2)CC1
  A: -2%	B: -1%	C: -2	D: -2%	E: -1%	F: -2%	G: -1%	H: -3%	I: 113%[activator]

CCOc1ccc(N2C(=O)CN(O)C=C3N=c4ccccc4=C32)cc1
  A: .	B: 3%	C: .	D: .	E: -6%	F: .	G: ?	H: -10%	I: .

C=CCNC(=S)NCc1ccccc1OC
  A: -6%	B: 10%	C: 5	D: -10%	E: -5%	F: -16%	G: 4%	H: -14%	I: 134%[activator]

O=C1CNc2ccc(C(=O)N3CCN(c4ccccn4)CC3)cc2N1
  A: 0%	B: 19%	C: 10	D: -4%	E: -4%	F: -13%	G: -1%	H: -5%	I: 40%[activator]

CN(Cc1cccs1)C(=O)c1cccc(S(=O)(=O)N2CCCCCC2)c1
  A: i	B: 0%	C: 5	D: -10%	E: .	F: -21%	G: .	H: .	I: 4%

CCn1c(=O)c2cc(C(=O)Nc3ccccc3OC)sc2c2ccccc21
  A: i	B: 0%	C: 5	D: -4%	E: -2%	F: -7%	G: -14%	H: -9%	I: ?

CCC(=O)Nc1cccc(C2=NOC3(C2)C[C@@H](C(N)=O)N(C(=O)c2cc([N+](=O)[O-])cc([N+](=O)[O-])c2)C3)c1 (stereo not given in full)
  A: 5%	B: 1%	C: .	D: -2%	E: 1%	F: -20%	G: -18%	H: -8%	I: -14%

CCN(CC)S(=O)(=O)c1cc(NC(=O)CNc2cccc(S(=O)(=O)N3CCOCC3)c2)ccc1C
  A: -11%	B: 29%	C: -24	D: -3%	E: .	F: -16%	G: .	H: .	I: -30%

CN(c1ccc(F)cc1)S(=O)(=O)c1ccc(Cl)c(C(=O)NCC2CCCO2)c1 (stereo not given)
  A: -5%	B: 6%	C: -10	D: -3%	E: .	F: -4%	G: .	H: .	I: 16%

O=C(COc1ccccc1[N+](=O)[O-])N/N=C/c1ccc(O)cc1
  A: 0%	B: 2%	C: .	D: -20%	E: -4%	F: 5%	G: 12%	H: -5%	I: 4%

COc1ccccc1-n1nnnc1SCC(=O)N(CC(C)C)C1CCS(=O)(=O)C1 (stereo not given)
  A: -4%	B: 15%	C: -2	D: -2%	E: -1%	F: -14%	G: 0%	H: -4%	I: 98%[activator]

CC(=O)c1c(C)[nH]c(C(=O)N2CCCCCC2)c1C
  A: -2%	B: -5%	C: -6	D: 0%	E: -2%	F: -5%	G: -1%	H: -7%	I: -30%

O=C(c1ccc2c(c1)OCCCO2)c1cccs1
  A: -5%	B: 10%	C: -8	D: 1%	E: -2%	F: -16%	G: 37%	H: ?	I: 0%
